Source: PubChem
CaV13 ICDI inh: Disruptors of the CACNA1D IQ motif to Ca2+-dependent inactivation inhibitor domain association, primary screening, Förster resonance energy transfer in intact living …; hit rate 0.098% among 340,000; HEK cells, CFP/YFP FRET ICDI-IQ, plate reader, 10 min; percent FRET-ratio fall versus neutral wells; inhibition, % at 12.3 µM;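 active = mean replicate inhibition of at least 30% and at least 1% of replicates passing that level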;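 note: 0% = median of the neutral control wells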
Glyco luc inh: increase of ERlucT glycosylation luciferase signal, primary screen, N-linked glycosylation inhibitor project, D54 ERlucT cells, luminescence, set 2 | D54 ERlucT glycosylation luciferase reporter, 24 h; percent of 100 nM tunicamycin response | reporter increase, % at 12.5 µM | hit rate 0.23% among 360,000 | AID 588692, 2011;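 active = mean luciferase reporter signal, scaled so untreated is 0 and the glycosylation-blocking control 100, at or above a set limit in every replicate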;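 note: luciferase carries N-glycosylation sites so blocking glycosylation raises the light; 0% = median of neutral control wells and 100% = median of 100 nM tunicamycin wells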
ABCB6 inh MLPCN: ABCB6 transporter inhibitors, primary screen, K562-ABCB6 cells, flow cytometry, MLPCN library; ATP-binding cassette sub-family B member 6 (Homo sapiens), Q9NP58; fluorescence ratio to DMSO, % at 10 µM; K562-ABCB6 porphyrin accumulation, 1 h; stronger effect = lower value; hit rate 0.19% among 360,000;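 active = fluorescence ratio to DMSO below 75%, the collection mean minus 3 SD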;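 note: signal is porphyrin accumulated inside mitochondria; 100% equals median channel fluorescence of DMSO control wells; lower ratio means ABCB6 inhibition with less porphyrin fluorescence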
Exocytosis inh: LAMP-1 surface exposure blockers, TALL-104 cells – cell-based, flow cytometry, MLPCN library, primary screen; inhibition, % at 10 µM; TALL-104 LAMP-1 surface exposure; cells stimulated with thapsigargin and PMA; hit rate 0.66% among 360,000;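 active = inhibition above about 55%, limit read from the data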
aDG glyco act: activators of alpha-DG glycosylation, primary screen, uHTS, Pro5-aDG cells, AlphaScreen; hit rate 0.22% among 360,000; alpha-DG glycosylation AlphaScreen (IIH6); 0% Pro5, 100% B10-LARGE cell signal; activation, % at 10 µM;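 active = activation of at least 8% versus controls, or a plate z-score of at least 8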;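 note: Pro5 are CHO cells carrying HIG-tagged alpha-DG that lacks glycosylation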
PDI turbidity: inhibitors of human PDI, primary screen, biochemical, turbidity, single point, plate reader; PDI insulin aggregation turbidity, A650, 90 min; Protein disulfide-isomerase (Homo sapiens), P07237; hit rate 0.052% among 350,000; inhibition, % at 10 µM;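 active = mean inhibition across replicates of 30% or more, whatever share of single replicates reach that level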;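 note: absorbance from insulin aggregation driven by PDI reduction with DTT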
Target sequence (P07237 whole entry, looked up): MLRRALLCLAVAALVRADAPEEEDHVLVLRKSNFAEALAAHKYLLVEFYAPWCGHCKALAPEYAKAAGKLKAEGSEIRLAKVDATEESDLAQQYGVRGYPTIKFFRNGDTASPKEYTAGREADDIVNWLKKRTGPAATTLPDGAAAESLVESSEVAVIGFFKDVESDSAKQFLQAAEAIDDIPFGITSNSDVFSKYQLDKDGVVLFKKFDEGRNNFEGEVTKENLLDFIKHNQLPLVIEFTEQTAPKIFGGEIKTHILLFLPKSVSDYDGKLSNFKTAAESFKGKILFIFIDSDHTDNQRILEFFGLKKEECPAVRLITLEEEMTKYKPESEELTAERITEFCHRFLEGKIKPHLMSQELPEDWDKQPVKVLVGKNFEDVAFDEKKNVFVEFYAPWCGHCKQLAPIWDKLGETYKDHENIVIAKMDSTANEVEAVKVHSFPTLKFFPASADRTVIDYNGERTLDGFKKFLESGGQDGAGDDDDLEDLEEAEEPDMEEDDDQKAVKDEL
m5-HT2A agonist: mouse Htr2a agonists via beta-arrestin recruitment, primary screen, cell-based, luminescence. 5-hydroxytryptamine receptor 2A (Mus musculus), P35363. CHO-K1 mHTR2A beta-arrestin complementation; percent of 30 µM serotonin response. AID 624169, 2012. hit rate 0.66% among 360,000. activation, % at 7.6 µM;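 active = activation above a run cutoff, the mean activation of all tested compounds plus 3 SD, cut at about 14% in these data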;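 note: 0% = plate median of compound wells and 100% = 30 µM serotonin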
Target sequence (P35363 whole entry, looked up): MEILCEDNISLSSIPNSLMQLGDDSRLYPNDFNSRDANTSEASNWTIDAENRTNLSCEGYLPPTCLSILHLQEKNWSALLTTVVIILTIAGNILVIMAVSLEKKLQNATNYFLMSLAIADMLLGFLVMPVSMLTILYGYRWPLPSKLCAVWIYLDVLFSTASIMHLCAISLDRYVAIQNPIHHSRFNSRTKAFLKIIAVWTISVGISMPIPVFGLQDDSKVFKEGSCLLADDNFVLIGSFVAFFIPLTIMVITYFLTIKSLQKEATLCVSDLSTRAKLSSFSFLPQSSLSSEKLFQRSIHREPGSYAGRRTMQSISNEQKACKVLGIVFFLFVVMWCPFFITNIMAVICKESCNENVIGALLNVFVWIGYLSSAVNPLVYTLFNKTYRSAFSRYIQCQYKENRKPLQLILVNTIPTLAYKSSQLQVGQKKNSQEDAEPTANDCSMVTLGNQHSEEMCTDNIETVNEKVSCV
H9c2 protect: cardioprotection against H2O2-induced cell death, primary screen, uHTS, H9c2 cells, ATPLite luminescence. H9c2 cardiomyocytes, H2O2 injury protection, 2 h. protection from H2O2 cell death, % at 20 µM. hit rate 0.63% among 360,000;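 active = compounds giving at least 50% protection of heart cells from peroxide-induced death in the single-dose screen, raw or plate-pattern-corrected value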;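 note: 0% = DMSO wells with peroxide and 100% = DMSO wells without peroxide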
hiPSC survival: enhancers of single-cell hiPSC survival, primary screen, ATPlite luminescence; 100% = ROCK inhibitor wells, 0% = DMSO; AID 602274, 2012; survival enhancement, % at 20 µM; hit rate 0.044% among 360,000; in the data active = survival enhancement above about 18%;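 note: cells exposed to compounds for 16 hours before the ATP read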
Vif imaging: HIV Vif self-association inhibitors, primary screen, imaging, HEK293T, single point; HEK293T cells, Vif self-association by quenched fluorescence, 24 h; inhibition, % at 7.49 µM; hit rate 0.35% among 340,000; AID 602346, 2012; in the data active = inhibition above about 50%, passing the limit was not always enough; note: some results filed as inactive read as strong as hits
* = called active by the depositor; . = not tested or not shown.

Compound,PDI turbidity,Exocytosis inh,CaV13 ICDI inh,ABCB6 inh MLPCN,H9c2 protect,hiPSC survival,Vif imaging,m5-HT2A agonist,aDG glyco act,Glyco luc inh
CCCOc1ccc(-c2c(C(=O)N/N=C(\C)c3cccnc3)nnn2-c2nonc2N)cc1,-13,3,-18,94,6,-0.3,-8,3,-0.7,-1
CCOC(=O)CSc1nnc(NC(=O)c2cccc([N+](=O)[O-])c2C)s1,-5,20,-4,102,-1,1.2,1,4,-0.2,1
CCCCCC(=O)NC(Cc1ccc(OC)c([N+](=O)[O-])c1)C(=O)O (centres undefined),-8,-3,5,99,8,0.9,0,-4,0.3,1
CCCCn1c2ccccc2c2nnc(SCCN3CCCCC3)nc21,3,23,-3,93,18,-0.8,-7,-12,-0.3,-8
CCCCOC(=O)n1c(SCC(=O)N(CC)CC)nc2ccccc21,-12,1,-4,95,-1,0.3,.,-5,0.3,-3
COc1ccc(S(=O)(=O)NC(C)C(=O)N2CCCC2)cc1C (centres undefined),12,-2,-1,96,10,-0.2,0,4,-0.1,3
CC(C)(C)c1ccc(CC(=O)N2CCC2(C)C(=O)Nc2ccc(F)cc2F)cc1 (centres undefined),17,1,-11,98,-8,-1.0,-6,0,-0.1,0
O=C(Nc1nnc(C2=COCCO2)o1)c1ccc([N+](=O)[O-])s1,-7,0,-3,96,4,-0.5,-2,3,0.9,1
COc1ccc(-c2nc3ccc(Br)cn3c2Cc2ccccc2)cc1OC,.,1,-6,96,17,3.6,.,0,0.4,-7
C[C@]12c3[nH]c4cc(-c5ccco5)ccc4c3CCN1C(=O)[C@@H](CC(=O)NCCC1=CCCCC1)C[C@@H]2C(=O)N1CCOCC1,11,2,.,103,11,-1.4,0,9,0.6,-3
O=C1CCCN1CCCNc1ncnc2c1cnn2-c1ccc(Cl)cc1,-5,2,-7,95,-27,-0.8,-7,1,0.3,-1
COc1ccccc1OCc1nc(-c2ccc([N+](=O)[O-])cc2)no1,4,-7,-2,101,-6,-0.4,10,2,-0.3,3
COc1ccc(S(=O)(=O)N(C)C[C@@H]2OCCCC[C@@H](C)Oc3ccc(NS(=O)(=O)c4cccs4)cc3C(=O)N([C@H](C)CO)C[C@@H]2C)cc1,10,4,-6,94,-2,5.3,-18,4,-0.2,-3
O=C(Nc1ccccn1)c1cc(-c2cccnc2)nc2ccc(Br)cc12,11,4,-2,98,-6,-2.3,-1,2,0.0,-3
O=C(Cc1cccs1)Nc1ccc2c(c1)C(=O)OC2,8,-1,-9,102,-2,-0.2,3,-4,0.2,0
CNC(=O)c1c(NC(=O)c2cccc(N3C(=O)CCC3=O)c2)sc2c1CCCC2,-4,-1,-7,97,25,-0.1,6,-3,-0.1,1
Cn1nccc1NC(=O)NC(=O)c1c(Cl)cccc1Cl,-2,-1,-2,90,2,-0.8,0,1,-0.1,3
CC(C)Oc1ccc(C(=O)NC(=S)N2CCOCC2)cc1,-6,-2,-5,95,2,-0.9,-5,4,-0.2,2
CCOc1ccc(S(=O)(=O)N/N=C(\C)Cc2ccc(OC)cc2)cc1,-3,-3,-19,100,1,-0.5,-2,-1,-0.1,2
CCc1ccccc1NC(=S)N1CCC(NC(=O)c2ccc(OC)cc2)CC1,-1,31,7,94,9,-1.0,-3,-1,-0.2,1
COCCn1c(SCC(=O)c2[nH]c(C)c(C(C)=O)c2C)nc2ccccc2c1=O,2,-3,-3,97,15,-0.5,2,4,0.0,1
COc1ccc(NC(=O)Nc2c(C)n(C)n(-c3ccccc3)c2=O)cc1OC,2,2,-6,98,4,-0.3,.,-5,-0.1,4
CCCCNC(=S)NNC(=O)c1cc(C)on1,4,4,-8,101,10,0.9,.,0,0.1,1
CCOc1ccccc1N(C(=O)c1snc(C(N)=O)c1N)C(C(=O)NCc1ccccc1)c1ccc(O)cc1 (centres undefined),-3,42,-3,94,2,0.1,0,1,0.0,-3
Cc1cc(C(=O)N/N=C/c2c[nH]c3ccccc23)cs1,0,-2,-7,96,36,-1.5,-4,-1,0.1,1
COc1ccc(-n2c(SCC(=O)/C(C#N)=C(\C)N)nc3ccccc3c2=O)cc1OC,4,2,-3,98,11,0.4,-5,0,0.1,1
Cc1ccc(-n2ncc(Cl)c2C(=O)NC2CC2)cc1,-2,2,-4,92,-6,-1.3,-8,-2,0.2,-4
Cc1nn(-c2ccccc2)c(C)c1NC(=O)COc1ccccc1C#N,0,-7,-9,104,12,7.1,18,8,-0.3,-2
CCN1CCCC1CNc1ccc(S(C)(=O)=O)cc1[N+](=O)[O-] (centres undefined),-9,-14,-6,90,9,-0.5,18,6,-0.2,-1
Cc1c(NC(=O)C(=O)/C=C(\O)c2ccc(Cl)cc2)c(=O)n(-c2ccccc2)n1C,-4,-3,-5,97,9,0.3,-21,4,0.1,2
CCOC(=O)c1ccc(NC(=O)CSC2=NC(=O)C(CC)C(=O)N2)cc1 (centres undefined),0,2,-4,89,4,-0.8,1,1,-0.3,-1
CCc1ccccc1NC(=O)Cc1ccc(-n2cccc2)cc1,0,1,-5,108,-7,1.6,3,1,0.0,-2
Cc1csc(N(C(=O)c2cccc(S(=O)(=O)N3CCCC3)c2)c2ccccc2)n1,0,3,.,97,-11,-0.1,4,5,0.7,0
Cc1ccc(C(=O)Nc2cc(C)c(OCC(=O)N3CCOCC3)c(C)c2)cc1,11,0,.,89,-32,-7.0,.,2,0.0,-6
O=C(NCc1ccccn1)C1CCC(=O)N(Cc2ccc(Cl)cc2)C1 (centres undefined),12,1,-3,107,2,1.8,-2,-3,-0.7,-1
Cc1ccc2oc(=O)n(CC(=O)OC(C)C)c2c1,8,-2,-5,83,3,3.0,8,1,-0.1,-1
Cc1cc(C)n(CC(=O)N2N=C(C(F)F)CC2(O)C(F)F)n1 (centres undefined),2,-6,-6,105,4,-2.2,-4,-1,-0.2,3
COc1cccc2[nH]c3c(=O)n(CCN(C)C)cnc3c12,22,0,-5,101,6,2.5,0,-1,0.3,1
Cc1ccc(C)c(NC(=O)CS(=O)(=O)c2cn(C)c3ccccc23)c1,2,0,-8,97,7,5.1,-11,4,-0.2,2
COc1ccc(CN(C)C(=O)c2cccc(S(=O)(=O)N3CCN(c4ccccc4)CC3)c2)c(OC)c1OC,16,0,-5,94,-18,-0.4,-10,2,1.3,-3
O=S(=O)(NCc1ccc(Cl)cc1)NCc1ccccc1F,22,-8,0,102,1,-2.4,-4,-7,0.1,-2
COc1ccc(OC(C)C(=O)Nc2cccnc2)cc1 (centres undefined),1,4,.,97,4,-0.2,-1,-2,0.0,1
O=C(NC1CCCCC1)C(C1CC1)N1CCc2ccccc2C1 (centres undefined),.,-2,-6,83,5,0.6,.,-5,0.0,1
COc1cc(C(=O)NCC(=O)NNC(=O)CN(C)S(=O)(=O)c2ccc(Cl)cc2)cc(OC)c1OC,-5,6,-6,97,3,1.3,4,-5,0.0,4
CS(=O)(=O)c1cccc(-c2nnc(NC(=O)CCS(=O)(=O)c3ccccc3)o2)c1,-4,-8,-5,101,-2,0.6,.,5,0.1,0
COc1ccccc1NC(=O)C1CCN(S(=O)(=O)c2ccc3c(c2)CC(C)N3C(C)=O)CC1 (centres undefined),5,-2,-3,101,4,-0.3,-3,7,-0.3,4
FC(F)(F)c1ccc(-c2cccc3c2C2CC3CCN2C(=S)NCCc2ccccc2)cc1 (centres undefined),.,10,-11,92,0,-2.1,-5,-4,0.4,-9
CN(C)S(=O)(=O)c1cccc(NC(=O)c2ccc(-n3cncn3)c([N+](=O)[O-])c2)c1,2,4,-6,99,3,1.0,0,-2,-0.3,1
CC1CCCC(C)N1CCCNC(=O)CN1C(=O)c2cccnc2Oc2ccc(Cl)cc21 (centres undefined),.,-3,-11,97,12,-0.6,2,-1,0.0,-2
Cc1cccc(NCN2C(=O)C3C4C=CC(C4)C3C2=O)c1 (centres undefined),-2,2,-9,101,0,-0.7,4,-1,-0.1,2

(next part)
Compound,PDI turbidity,Exocytosis inh,CaV13 ICDI inh,ABCB6 inh MLPCN,H9c2 protect,hiPSC survival,Vif imaging,m5-HT2A agonist,aDG glyco act,Glyco luc inh
Cc1nn(CC(=O)NN)c(C)c1Br,2,-2,-21,100,6,-0.2,2,-3,0.1,0
COc1cccc(OCC(=O)NNC(=O)CCc2ccccc2)c1,-3,0,14,95,2,-3.0,1,-1,0.0,-1
O=C(CSc1ccccn1)Nc1ccc2c(c1)oc1ccccc12,7,-2,-4,95,2,-0.6,5,0,-0.3,2
CCOC(=O)N1CCN(C(=O)c2ccc(CN(c3ccccc3)S(C)(=O)=O)cc2)CC1,4,0,-3,93,1,-1.2,22,4,-0.1,2
CCCCN(C=O)c1c(CC)nc2c(OCCC3CCCCC3)cccn12,-7,-23,-6,100,-4,-0.2,-3,-5,1.8,1
CCCOc1ccccc1OCC(=O)N1CCN(S(=O)(=O)c2ccc(Cl)cc2)CC1,3,4,-2,93,4,-0.3,-2,1,0.4,1
COc1ccc(Br)cc1CN1CCCCCC1,4,1,-4,95,1,0.0,39,-3,0.1,1
CCc1ncc(C(=O)c2ccc(OC)cc2)n1C,-5,3,-10,95,7,-0.8,-2,2,-0.1,0
COc1ccc(CNC(=O)C(c2ccncc2)N(C(=O)Cc2cccs2)c2cccc(C)c2)cc1 (centres undefined),9,0,-7,98,9,2.4,2,-1,0.0,-1
CCOC(=O)c1c(C)n(OCc2ccccc2)c2ccc3nonc3c12,-4,5,-7,96,-3,-0.4,2,2,0.1,-2
O=C(COC(=O)c1ccc(Cl)c(Cl)c1)NC1CCCC1,0,-13,-19,97,-7,-0.7,-9,-6,0.2,1
Cc1cc(C)nc(SCC(=O)N/N=C/c2cccs2)n1,1,-8,-5,104,-4,-1.6,1,-6,0.3,2
COc1ccc(C(=O)NC2CCSc3ccccc32)cc1 (centres undefined),7,10,-10,103,0,-0.4,-1,-1,-0.2,-2
CC1=CS(=O)(=O)CC1Sc1nc2ccccc2[nH]1 (centres undefined),-2,0,-5,99,2,1.7,-1,5,0.0,1
CCn1c(C)nc2cc(C(=O)NNC(=S)Nc3ccc(Cl)cc3)ccc21,0,-5,-4,98,2,-0.3,-2,1,0.1,-2
O=C(CN1C(=O)NC2(CCc3ccccc3C2)C1=O)Nc1ccc(F)cc1 (centres undefined),1,0,-5,101,-3,-0.3,-1,1,0.0,0

Looked up by structure from above, 2 records:
Compound,PDI turbidity,Exocytosis inh,CaV13 ICDI inh,ABCB6 inh MLPCN,H9c2 protect,hiPSC survival,Vif imaging,m5-HT2A agonist,aDG glyco act,Glyco luc inh
CCOC(=O)c1c(C)n(OCc2ccccc2)c2ccc3nonc3c12,-4,5,-7,96,-3,-0.4,2,2,0.1,-2
CCCCN(C=O)c1c(CC)nc2c(OCCC3CCCCC3)cccn12,-7,-23,-6,100,-4,-0.2,-3,-5,1.8,1
